mIAP block: blocks mouse intestinal alkaline phosphatase; purified mouse IAP, CDP-Star luminescence, 30 min; inhibition, % at 10 µM; 0.2% of 330,000 active; AID 2806;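 active means inhibition of at least 40% at 10 µM in the primary screen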;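 further: plate controls were DMSO with enzyme for no effect and no enzyme wells for full effect; values of inactives mirror those of a sister screen read the other way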
MPTP inh: permeability transition pore inhibition; inhibition, % at 10 µM; 1.4% of 360,000 active; isolated mouse mitochondria, Ca2+ swelling absorbance, 30 min;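 active means inhibition of 50% or more, scaled per plate between neutral and stimulator controls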;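 further: 0% = DMSO wells given calcium and 100% = 1 mM EGTA wells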
mIAP activ: increases mouse intestinal alkaline phosphatase activity. muIAP, CDP-Star luminescence, 30 min; hits give high values; 1 = vehicle-only enzyme signal, 0 = enzyme-free wells. activation factor at 10 µM. 0.24% of 330,000 active. AID 2805;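 active means activation factor of at least 2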; further: the source names both 10 and 20 µM as test concentration; values of inactives mirror those of a sister screen read the other way
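Assay system: mouse IAP enzyme / Compound: DMSO-dissolved test compounds / Timing: 30 min, room temperature / Measured by: luminescence from enzymatic CDP-Star hydrolysis / Control set: DMSO-only wells, enzyme-free buffer wells as negative control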
ATG4B inh: blocks human ATG4B protease cleavage of LC3 substrate; Q9Y4P1; ATG4B cleavage of LC3-PLA2, NBD-HPC fluorescence, 1 h; inhibition, % at 8.33 µM; 0.51% of 340,000 active; in the data active means inhibition above about 40%
Target sequence (Q9Y4P1 whole entry, looked up): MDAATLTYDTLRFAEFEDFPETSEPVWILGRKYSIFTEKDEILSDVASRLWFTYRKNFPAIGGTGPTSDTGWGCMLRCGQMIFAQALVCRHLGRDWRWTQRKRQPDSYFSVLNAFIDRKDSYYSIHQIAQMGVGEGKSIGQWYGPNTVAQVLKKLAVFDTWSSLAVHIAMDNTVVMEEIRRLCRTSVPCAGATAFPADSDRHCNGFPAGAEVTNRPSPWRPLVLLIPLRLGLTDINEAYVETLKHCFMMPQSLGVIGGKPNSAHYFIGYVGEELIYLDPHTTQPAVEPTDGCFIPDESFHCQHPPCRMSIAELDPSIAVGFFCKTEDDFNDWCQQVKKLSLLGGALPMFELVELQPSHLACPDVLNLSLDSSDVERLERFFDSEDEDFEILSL
hIAP activ: human IAP activation | purified human IAP, CDP-Star luminescence, 30 min; hits give high values; 1 = vehicle-only enzyme, 0 = enzyme-free background | AID 2524 | 0.16% of 330,000 active | activation factor at 10 µM | P09923;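 active means activation factor of the enzyme at least 2-fold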; further: the source names both 10 and 20 µM as test concentration; values of inactives mirror those of a sister screen read the other way
MIN6 prolif: MIN6 beta-cell proliferation induction. MIN6 cells proliferation, ATPlite luminescence, 48 h; cells starved in 0.2% serum; 100% = growth in 10% serum. 0.29% of 330,000 active. AID 2380. proliferation, % at 10 µM;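 active means compounds whose signal lies at least 3.5 SD above the mean of all wells on their plate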;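 further: 0% = DMSO-treated cells in low-serum medium and 100% = 10% serum control; some compounds called inactive have numbers as strong as hits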
A3G deaminase: APOBEC3G (human) deaminase inhibition; recombinant A3G, ssDNA deamination FAM/TAMRA fluorescence; AID 493012; inhibition, % at 20 µM; 0.28% of 330,000 active;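 active means inhibition of at least 40% at 20 µM, with no more than 30% in the related APOBEC3A deaminase screen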;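 further: plate controls were DMSO wells with A3G for no effect and wells lacking A3G enzyme for full effect; some compounds called inactive have numbers as strong as hits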
Target sequence (Q9HC16 whole entry, looked up): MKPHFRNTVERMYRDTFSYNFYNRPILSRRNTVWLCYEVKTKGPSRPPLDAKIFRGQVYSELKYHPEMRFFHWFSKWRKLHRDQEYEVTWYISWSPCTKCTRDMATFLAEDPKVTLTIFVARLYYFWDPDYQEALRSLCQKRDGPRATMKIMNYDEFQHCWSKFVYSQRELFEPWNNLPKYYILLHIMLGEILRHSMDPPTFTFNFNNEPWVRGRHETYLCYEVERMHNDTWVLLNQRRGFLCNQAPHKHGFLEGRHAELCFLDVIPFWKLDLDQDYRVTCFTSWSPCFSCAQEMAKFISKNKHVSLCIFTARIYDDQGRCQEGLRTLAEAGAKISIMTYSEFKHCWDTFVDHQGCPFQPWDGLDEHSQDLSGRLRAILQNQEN
A3A deaminase: inhibitors of human APOBEC3A DNA deaminase; recombinant A3A, FAM/TAMRA ssDNA deamination fluorescence; 0.41% of 330,000 active; P31941; inhibition, % at 20 µM;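 active means at least 40% inhibition at 20 µM here, with at most 30% in a related deaminase screen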;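 further: plate controls were A3A with DMSO for no effect and wells lacking A3A enzyme for full effect; some results filed as inactive read as strong as hits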
Target sequence (P31941 whole entry, looked up): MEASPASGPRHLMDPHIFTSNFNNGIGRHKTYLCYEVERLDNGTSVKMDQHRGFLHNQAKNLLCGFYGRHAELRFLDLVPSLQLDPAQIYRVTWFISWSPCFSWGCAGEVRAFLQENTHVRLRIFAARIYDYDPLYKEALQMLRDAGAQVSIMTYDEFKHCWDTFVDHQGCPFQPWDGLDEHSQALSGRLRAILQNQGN
hIAP inh: human IAP inhibition | P09923 | purified IAP, CDP-Star luminescence, 30 min | inhibition, % at 10 µM | 0.12% of 330,000 active | AID 2544;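 active means inhibition reaching a set limit with compound at 10 µM in the primary screen, cut at about 35% in these data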;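 further: plate controls were DMSO wells with enzyme for no effect and no-enzyme buffer wells for full effect; values of inactives mirror those of a sister screen read the other way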
Numbers without * were called inactive; / = not tested or not shown.

SMILES | mIAP block | MPTP inh | mIAP activ | ATG4B inh | hIAP activ | MIN6 prolif | A3G deaminase | A3A deaminase | hIAP inh
CC1CCCC(C)N1NC(=O)c1ccc(Cl)c(S(N)(=O)=O)c1 (centres undefined) | 4 | -2.7 | 0.96 | 2 | 0.88 | 1 | -4 | -4 | 12
Cc1cccc(NC(=S)Nc2ccc(Br)cc2)c1 | -30 | 97* | 1.3 | 2 | 1 | -5 | -6 | 0 | -4
CCN(CC)c1ccc(NC(=O)c2cc(Cl)ccc2OC)cc1 | 4 | 99* | 0.96 | 6 | 1 | 1 | -8 | -3 | -1
CSc1sc(C)cc1C=O | 3 | 2.0 | 0.97 | -5 | 0.79 | 1 | -7 | -4 | 21
Cn1c(N)c(S(=O)(=O)N2CCN(C(=O)c3ccco3)CC2)c(=O)n(C)c1=O | 9 | 0.0 | 0.91 | 4 | 1 | 3 | -7 | -3 | -4
COc1ccccc1/C=C/C=NC1C(=O)N(c2ccccc2)[N+](C)=C1C (centres undefined) | -2 | 1.3 | 1 | 1 | 1.3 | -2 | -1 | 2 | -34
CC(C)Oc1ccc(/C(O)=C2/C(=O)C(=O)N(CCN(C)C)C2c2ccco2)cc1 (centres undefined) | 3 | -0.7 | 0.97 | 0 | 0.97 | 1 | -8 | -5 | 3
CC(CNS(=O)(=O)c1ccccc1)(c1ccccc1)N1CCOCC1 (centres undefined) | 6 | -0.2 | 0.94 | 1 | 1 | 1 | -3 | -2 | 0
Cc1cc(N2CCOCC2)nc(-c2ccccc2O)n1 | 1 | -1.1 | 0.99 | -11 | 0.97 | 2 | -3 | -5 | 3
Cc1noc(NS(=O)(=O)c2ccc(NC(=O)CCC3CCCCC3)cc2)c1C | 4 | 0.2 | 0.96 | -9 | 0.97 | -1 | -2 | 1 | 3
CCOC(=O)c1ccccc1NC(=O)Cc1ccc(OC)c(S(=O)(=O)N2CCOCC2)c1 | 12 | 0.0 | 0.88 | -4 | 0.81 | -3 | -3 | -1 | 19
COc1ccccc1NC(=O)CSc1nnnn1C1CCCC1 | 0 | -0.7 | 0.99 | -4 | 1.1 | -1 | -2 | -4 | -12
COc1cccc(NC(=O)C(Sc2nnc(-c3ccncc3)n2-c2ccc(Cl)cc2)c2ccccc2)c1 (centres undefined) | 7 | 0.1 | 0.93 | -25 | 0.9 | -6 | -11 | -3 | 10
Cc1onc(C(=O)NCc2cccs2)c1[N+](=O)[O-] | 0 | 1.5 | 1 | 0 | 0.98 | -1 | -5 | -1 | 2
CC1CC(C)CN(S(=O)(=O)c2ccc3c(c2)oc(=O)n3CC(=O)N2CCOCC2)C1 (centres undefined) | -9 | -0.8 | 1.1 | 0 | 1.1 | 1 | -7 | 0 | -8
CCC(C)c1ccccc1NC(=O)CN(C)CC(=O)Nc1ccccc1SC (centres undefined) | 7 | 0.1 | 0.93 | 3 | 1.2 | -3 | -5 | 4 | -22
CCc1cc[n+](-c2nc([O-])sc2C=O)cc1 | 14 | -2.5 | 0.86 | -13 | 0.75 | 0 | 0 | 2 | 25
Cc1c(CC(=O)NCCCCCC(=O)O)c(=O)oc2cc3c(cc12)CCC(C)(C)O3 | 4 | 0.0 | 0.96 | 0 | 1.1 | -1 | -2 | 1 | -10
CC(C)NC(=O)C(c1ccc(F)cc1)N(C(=O)CCC(=O)Nc1ccccn1)C1CCCCC1 (centres undefined) | -1 | -1.5 | 1 | -1 | 0.93 | 0 | -11 | 0 | 7
O=C(NC(=S)Nc1ccc(N2CCOCC2)cc1)c1ccco1 | 7 | -0.2 | 0.93 | -1 | 1 | -1 | 2 | 3 | -4
CCCCNC(=O)C1CCN(c2nc(C)cc(C)n2)CC1 | 1 | 0.7 | 0.99 | -8 | 1.1 | 1 | -1 | 1 | -5
CCCn1c2ccccc2c2cc(C(=O)O)ccc21 | -9 | -2.8 | 1.1 | 1 | 0.88 | 0 | -9 | -3 | 12
Cc1ccccc1NC(=O)/C=C1\SC(=O)NC1=O | -8 | -0.5 | 1.1 | -9 | 0.85 | -1 | 2 | 2 | 15
O=C(Nc1ccccc1Cl)OC1CCCCC1 | 1 | 2.0 | 0.99 | 14 | 1 | 0 | -1 | 0 | -2
O=C(Nc1cccc(Br)c1)c1ccc(CSc2ccccc2)cc1 | -1 | 67* | 1 | 18 | 0.83 | -3 | -4 | -1 | 17

Records listed above printed as active in MPTP inh.
canonical_smiles | mIAP block | MPTP inh | mIAP activ | ATG4B inh | hIAP activ | A3G deaminase | A3A deaminase | hIAP inh
Cc1cccc(NC(=S)Nc2ccc(Br)cc2)c1 | -30 | 97* | 1.3 | 2 | 1 | -6 | 0 | -4
CCN(CC)c1ccc(NC(=O)c2cc(Cl)ccc2OC)cc1 | 4 | 99* | 0.96 | 6 | 1 | -8 | -3 | -1
O=C(Nc1cccc(Br)c1)c1ccc(CSc2ccccc2)cc1 | -1 | 67* | 1 | 18 | 0.83 | -4 | -1 | 17

Sorted by number of heavy atoms (falling): some entries from above
SMILES | mIAP block | MPTP inh | mIAP activ | ATG4B inh | hIAP activ | MIN6 prolif | A3G deaminase | A3A deaminase | hIAP inh
COc1ccccc1/C=C/C=NC1C(=O)N(c2ccccc2)[N+](C)=C1C (centres undefined) | -2 | 1.3 | 1 | 1 | 1.3 | -2 | -1 | 2 | -34
Cc1cccc(NC(=S)Nc2ccc(Br)cc2)c1 | -30 | 97* | 1.3 | 2 | 1 | -5 | -6 | 0 | -4
CSc1sc(C)cc1C=O | 3 | 2.0 | 0.97 | -5 | 0.79 | 1 | -7 | -4 | 21

(more compounds)
SMILES | mIAP block | MPTP inh | mIAP activ | ATG4B inh | hIAP activ | MIN6 prolif | A3G deaminase | A3A deaminase | hIAP inh
O=C(Oc1ccc(C(=S)N2CCOCC2)cc1)c1ccc([N+](=O)[O-])cc1[N+](=O)[O-] | 5 | -0.6 | 0.95 | 5 | 0.95 | -3 | -2 | -6 | 5
COc1ccc(C(=O)NCC(=O)N/N=C/c2cn(C)c3ccccc23)cc1OC | 1 | -1.2 | 0.99 | -25 | 0.97 | 0 | -1 | -1 | 3
O=C(NCC1CCCO1)c1ccc2c(=O)n(Cc3ccc(Cl)cc3)c(=S)[nH]c2c1 (centres undefined) | 0 | 3.4 | 1 | 6 | 1.1 | -2 | -4 | -2 | -7
Cc1ccccc1NC(=O)COC(=O)Cc1cccc(C(F)(F)F)c1 | -2 | 0.5 | 1 | 3 | 0.97 | 0 | 1 | 0 | 3
COc1ccc(CCN(C)C2CCCN(C(=O)CCSC)C2)cc1OC (centres undefined) | 0 | 2.0 | 1 | 6 | 1 | 0 | -3 | -3 | -4
COCCN1C(=O)N(c2ccc(Cl)cc2)C(=O)C1CC(=O)Nc1cc(OC)cc(OC)c1 (centres undefined) | -9 | 0.7 | 1.1 | -7 | 0.98 | -2 | -2 | 0 | 2
CC(C)C(NC(=O)c1ccccc1NC(=O)C(C)(C)C)C(=O)N1CCOCC1 (centres undefined) | 3 | -0.3 | 0.97 | -3 | 0.86 | 1 | -5 | -2 | 14
CCOCCc1nnc(NC(=O)C(CC)c2ccccc2)s1 (centres undefined) | 6 | -2.4 | 0.94 | -1 | 0.93 | 0 | -8 | 4 | 7
O=S(=O)(NNc1nccc(C(F)(F)F)n1)c1cccc(Cl)c1Cl | -17 | 0.5 | 1.2 | 2 | 1.1 | 1 | -12 | -3 | -10
COc1ccc(C(=O)Nc2ccc3[nH]ncc3c2)cc1OC | -5 | 1.0 | 1.1 | -3 | 1.2 | -1 | -5 | -4 | -16
C=CCC1C=C(C)CC(CC=C)N1 (centres undefined) | -6 | 1.8 | 1.1 | 1 | 0.93 | -4 | -5 | -2 | 7
Cc1ccc(C2CC2c2n[nH]c(=S)n2-c2ccc(C)cc2)cc1 (centres undefined) | 3 | 2.6 | 0.97 | -10 | 1 | -4 | -7 | -4 | -2
COC(=O)c1ccc(S(=O)(=O)N2CCN(C(c3ccccc3)c3ccccc3)CC2)n1C | -5 | -1.3 | 1 | -5 | 1 | -4 | 0 | 2 | -4
Cc1ccc(-c2cc(C(=O)Nc3cccnc3)[nH]n2)c(O)c1C | 7 | 62* | 0.93 | 15 | 1.3 | -2 | -3 | 1 | -34
CC(CNC(=O)Cn1cnc2c(OCc3ccccc3)ncnc21)c1ccccc1 (centres undefined) | -2 | 0.0 | 1 | -10 | 1.1 | -1 | -9 | -5 | -7
Clc1nc(-c2ccccc2)cc(-c2ccccc2)n1 | 12 | 1.2 | 0.88 | 4 | 0.87 | -2 | 1 | 1 | 13
O=C(NCCc1ccccc1)c1cc(=O)[nH]c2ccccc12 | -3 | -0.2 | 1 | -11 | 1 | 1 | -6 | -1 | -4
CC(OC(=O)CCc1nc2ccccc2c(=O)[nH]1)C(=O)NC1CCCC1 (centres undefined) | 6 | -1.8 | 0.94 | 1 | 1 | 1 | -7 | 3 | -5
COc1ccc(-c2nc(CS(=O)CC(=O)NCCc3ccc(C)cc3)c(C)o2)cc1OC (centres undefined) | -4 | 1.6 | 1 | -11 | 1.4 | -2 | -4 | -3 | -37
COc1ccc(Cl)cc1C(=O)NC(=S)Nc1ccccc1N1CCOCC1 | 8 | 0.4 | 0.93 | -2 | 1 | -7 | -6 | -3 | -2
O=C(CC(c1ccccc1)(c1ccccc1)c1ccccc1)N[C@@H](Cc1ccc(O)cc1)C(=O)O | 4 | 1.0 | 0.96 | -18 | 0.93 | -1 | -9 | 1 | 7
O=C(O)C1(c2cccc(Cl)c2)CCC1 | -5 | -0.8 | 1.1 | -2 | 1 | 2 | 2 | 4 | -4
N#Cc1cccc(NC(=O)Cc2ccsc2)c1 | 2 | -1.5 | 0.98 | -9 | 0.92 | 0 | -5 | 1 | 8
CN(CC(=O)Nc1ccccc1Cl)C(=O)c1cc(=O)[nH]c2ccccc12 | -3 | -1.2 | 1 | 8 | 1.1 | 0 | 9 | 15 | -10
O=C(c1cccc(F)c1)N1CCc2ccccc21 | 13 | -0.5 | 0.87 | -1 | 0.87 | -3 | -5 | -2 | 13
COc1cccc(-c2cc(C(=O)Nc3cnn(Cc4ccccc4C)c3)no2)c1 | 10 | 0.2 | 0.9 | 3 | 0.84 | -3 | -9 | -1 | 16
COc1ccc(NC(=O)CSc2nccn2-c2ccccc2)c(OC)c1 | -2 | -2.3 | 1 | -4 | 0.95 | 0 | 4 | 1 | 5
O=c1oc2ccccc2c2c1ccc1ccccc12 | -7 | -0.8 | 1.1 | 8 | / | / | 0 | 2 | /
CCOC(=O)c1c(NC(=O)C2CCCO2)sc2c1CCC2 (centres undefined) | 4 | 0.2 | 0.96 | -1 | 1 | -3 | -2 | 0 | -1
O=C(COc1ccc(Cc2ccccc2)cc1)c1ccc(F)cc1 | 5 | 2.7 | 0.95 | 7 | 0.73 | 0 | -3 | 1 | 27

4 consecutive entries already listed, for reference:
SMILES | mIAP block | MPTP inh | mIAP activ | ATG4B inh | hIAP activ | MIN6 prolif | A3G deaminase | A3A deaminase | hIAP inh
O=C(Oc1ccc(C(=S)N2CCOCC2)cc1)c1ccc([N+](=O)[O-])cc1[N+](=O)[O-] | 5 | -0.6 | 0.95 | 5 | 0.95 | -3 | -2 | -6 | 5
COc1ccc(C(=O)NCC(=O)N/N=C/c2cn(C)c3ccccc23)cc1OC | 1 | -1.2 | 0.99 | -25 | 0.97 | 0 | -1 | -1 | 3
O=C(NCC1CCCO1)c1ccc2c(=O)n(Cc3ccc(Cl)cc3)c(=S)[nH]c2c1 (centres undefined) | 0 | 3.4 | 1 | 6 | 1.1 | -2 | -4 | -2 | -7
Cc1ccccc1NC(=O)COC(=O)Cc1cccc(C(F)(F)F)c1 | -2 | 0.5 | 1 | 3 | 0.97 | 0 | 1 | 0 | 3

Assay outcomes (PubChem BioAssay)
